IDE cell activ: IDE (human) activation, cell-based; P14735; HEK cells, FAbeta-B cleavage, fluorescence polarization; 0% vehicle, 100% cell-free pure enzyme wells; activation, % at 5.96 µM; hit rate 0.073% among 340,000; AID 493087;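 active means activation above the mean of all tested compounds plus 3 SD, set per screening campaign, cut at about 17% in these data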
SUMO HTRF inh: blocks human SUMOylation mediated by UBC9 | hit rate 0.36% among 290,000 | P63279 | inhibition, % at 35 µM | HTRF SUMOylation assay, SAE1/SAE2 + UBC9, in vitro; in the data active means inhibition above about 50%, passing the limit was not always enough; further: strong numbers were not always called active
NS3 helicase inh: inhibitors of Hepatitis C virus NS3 helicase; NS3 helicase DNA unwinding, Cy5 molecular beacon fluorescence; inhibition, % at 10.9 µM; hit rate 0.56% among 290,000;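 active means inhibition above the mean of all tested compounds plus 3 SD, set per campaign, cut at about 35% in these data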;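 further: 0% = DMSO wells and 100% = thioflavine S control wells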
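Test system: hepatitis C virus NS3 helicase domain fragment enzyme. Also added: annealed dual-labelled DNA beacon duplex, ATP-started. Timing: 60 min unwinding reaction at 25 °C after ATP addition. Technique: Cy5 fluorescence. Measure: % inhibition of unwinding.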
DNA FID counter: displaces DNA intercalator in HCV helicase counter-screen; DNA fluorescent intercalator displacement, fluorescence; inhibition, % at 7.9 µM; hit rate 0.17% among 290,000; AID 1845; in the data active means inhibition above about 37%;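 further: 0% = vehicle and 100% = reference compound; higher means more ethidium bromide displaced from hairpin DNA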
IMP-1 inh: inhibitors of Pseudomonas aeruginosa IMP-1 metallo-beta-lactamase; purified IMP-1, nitrocefin hydrolysis, epi-absorbance fluorescence; inhibition, % at 5.6 µM; hit rate 0.45% among 290,000; AID 1556;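 active means inhibition above the mean plus 3 SD of all compounds in the same screening run, cut at about 4.5% in these data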;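 further: 0% = IMP-1 with DMSO and 100% = DMSO wells lacking enzyme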
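assay system = purified recombinant IMP-1 metallo-beta-lactamase enzyme | schedule = 15 min preincubation plus 25 min reaction at 25 °C | signal = Epi-absorbance fluorescence, 480 nm excitation, 530 nm emission | read-out basis = percent inhibition from optical density relative to buffer-blank wells | controls = IMP-1 with DMSO as 0%, enzyme-free DMSO as 100%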
M18AAP inhibitor: PfM18AAP enzyme inhibition | recombinant PfM18AAP, H-Glu-NHMec fluorogenic cleavage | inhibition, % at 7.35 µM | hit rate 1.2% among 290,000 | AID 1822;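 active means inhibition above the campaign mean inhibition over all tested compounds plus 3 SD, cut at about 28% in these data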;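 further: 0% = plate median of test compound wells and 100% = 2 mM ZnCl2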
IDE cell inh: cellular human IDE inhibition. P14735. HEK cells, FAbetaB cleavage, fluorescence polarization. inhibition, % at 5.59 µM. hit rate 0.41% among 320,000. AID 434962;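 active means percent inhibition above the average of all tested compounds plus 3 SD, set per screening campaign, cut at about 16% in these data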;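 further: IDE supplied by intact live HEK cells; FP after avidin binding of uncleaved biotin substrate so inhibition keeps polarization high; 0% = DMSO wells and 100% = 60 µM reference IDE inhibitor Ii1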
VIM-2 inhibitor: inhibitors of Pseudomonas aeruginosa VIM-2 metallo-beta-lactamase | hit rate 0.89% among 290,000 | inhibition, % at 5.6 µM | purified VIM-2, nitrocefin hydrolysis, epi-absorbance fluorescence;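 active means inhibition above the mean of all tested compounds plus 3 SD, cutoff set per screening run, cut at about 7.5% in these data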;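 further: red hydrolysis product quenches plate fluorescence so inhibitors raise well fluorescence; 0% = enzyme with DMSO and 100% = DMSO without enzyme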
p-CIP stab down: p/CIP protein destabilization | F442A p/CIP-EGFP cells, EGFP fluorescence, 16 h | decrease of EGFP signal, % at 10 µM | hit rate 0.01% among 290,000;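 active means EGFP signal decrease of at least 30% at 10 µM or well 3 SD below plate mean, unless failing retest; inactive means the rest, including hits failing retest or dose response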; further: some compounds called inactive have numbers as strong as hits; many of its hits are not listed in these tables
Target sequence (Q05BA5 1-1403): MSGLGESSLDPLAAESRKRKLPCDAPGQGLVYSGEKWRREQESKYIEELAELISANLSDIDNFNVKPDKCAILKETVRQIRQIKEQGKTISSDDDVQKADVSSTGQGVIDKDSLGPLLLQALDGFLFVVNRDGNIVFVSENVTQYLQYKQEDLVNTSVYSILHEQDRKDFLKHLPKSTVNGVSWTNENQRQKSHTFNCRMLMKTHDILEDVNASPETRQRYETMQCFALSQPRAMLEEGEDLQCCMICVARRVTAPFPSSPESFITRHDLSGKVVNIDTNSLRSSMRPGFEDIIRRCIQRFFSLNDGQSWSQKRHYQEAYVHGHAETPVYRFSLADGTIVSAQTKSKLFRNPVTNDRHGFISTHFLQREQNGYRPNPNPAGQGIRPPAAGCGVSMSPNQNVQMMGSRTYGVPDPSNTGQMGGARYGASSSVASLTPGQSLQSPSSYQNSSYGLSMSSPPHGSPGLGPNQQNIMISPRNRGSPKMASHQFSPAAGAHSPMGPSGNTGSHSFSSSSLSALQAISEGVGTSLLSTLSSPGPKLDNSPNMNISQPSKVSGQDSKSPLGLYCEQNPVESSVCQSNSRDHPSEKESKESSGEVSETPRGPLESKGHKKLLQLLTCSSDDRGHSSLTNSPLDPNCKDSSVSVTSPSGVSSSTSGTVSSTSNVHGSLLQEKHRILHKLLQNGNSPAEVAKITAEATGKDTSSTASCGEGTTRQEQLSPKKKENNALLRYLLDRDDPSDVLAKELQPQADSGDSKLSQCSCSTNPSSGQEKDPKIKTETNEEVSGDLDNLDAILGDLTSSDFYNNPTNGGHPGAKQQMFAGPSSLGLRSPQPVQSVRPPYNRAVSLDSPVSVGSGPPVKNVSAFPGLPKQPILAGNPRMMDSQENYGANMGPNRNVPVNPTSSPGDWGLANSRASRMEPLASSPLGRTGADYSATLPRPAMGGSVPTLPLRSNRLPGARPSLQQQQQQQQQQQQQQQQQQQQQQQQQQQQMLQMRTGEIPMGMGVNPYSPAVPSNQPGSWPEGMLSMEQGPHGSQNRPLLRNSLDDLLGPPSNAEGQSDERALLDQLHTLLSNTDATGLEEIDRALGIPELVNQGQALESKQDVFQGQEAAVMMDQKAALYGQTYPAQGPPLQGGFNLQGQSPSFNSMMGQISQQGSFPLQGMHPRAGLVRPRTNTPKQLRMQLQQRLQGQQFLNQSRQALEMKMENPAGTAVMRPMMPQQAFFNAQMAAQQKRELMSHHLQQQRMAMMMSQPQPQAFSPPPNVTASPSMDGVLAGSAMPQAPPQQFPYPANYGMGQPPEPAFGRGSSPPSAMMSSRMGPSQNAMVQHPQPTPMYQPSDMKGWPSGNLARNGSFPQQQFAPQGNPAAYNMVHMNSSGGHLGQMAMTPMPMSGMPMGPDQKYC
Starred values were filed as active, the others as inactive; nt = not tested or not shown.

SMILES	IDE cell activ	SUMO HTRF inh	NS3 helicase inh	DNA FID counter	IMP-1 inh	M18AAP inhibitor	IDE cell inh	VIM-2 inhibitor	p-CIP stab down
COc1ccc(C(=O)N/C(=C/c2ccccc2F)C(=O)NCCN2CCOCC2)cc1OC	3	14	1	3	-1.0	-11	-12	-0.9	-5
O=C(NC(=S)Nc1ccc2c(c1)OCO2)c1ccc(Cl)cc1	7	8	18	4	1.4	-10	-5	1.1	-24
CCOC(=O)C1=C(Cc2ccc(C)cc2)C(=O)c2ccccc2C1=O	nt	1	3	-9	-3.8	-19	7	-2.0	-50
Cc1ccc(NC(=O)C(NS(=O)(=O)c2cccc3nsnc23)C(C)C)nc1 (stereo unspecified)	1	0	13	-6	-3.8	-2	1	-3.5	22
COCCN=C1NN=C(c2ccc(NC(C)=O)cc2)CS1	-2	13	-15	-8	-1.4	28*	11	-2.3	-3
COc1ccc(C)cc1S(=O)(=O)N(CC(=O)Nc1cccc([N+](=O)[O-])c1)c1ccc(C)cc1	6	-8	4	4	0.6	-6	1	-1.0	-38
Cc1c(Cl)c(C(F)(F)F)nn1CC(=O)N1CCSCC1	8	5	-4	-2	-4.3	3	2	-4.0	-8
O=C(CCNC(=O)c1ccc([N+](=O)[O-])cc1)Nc1ccccc1N1CCCC1	-2	-2	-6	-6	-2.8	24	8	0.1	-29
c1ccc(CSc2nnc(NC3=NCCCCC3)s2)cc1	-2	10	-15	-14	0.5	-2	8	1.1	-3
Cc1c(C(=O)OC(C)CCN(C)C)oc2ccccc12 (stereo unspecified)	3	20	-6	3	-2.7	-2	-2	-1.6	2
O=C(/C=C/c1ccc(OC(F)F)cc1)Nc1cccc(S(=O)(=O)N2CCOCC2)c1	-5	-9	-3	-25	1.5	-9	3	-0.9	-7
CC(NC(=O)Nc1ccc(Br)cc1)C(C)(C)C (stereo unspecified)	2	-15	-5	-4	-2.1	4	-2	-1.1	-2
COc1ccc(NC(=O)CSc2nnnn2C2CCCCC2)c(OC)c1	2	4	-5	-27	-2.7	-1	-1	0.2	8
O=C(Cn1cc(C(=O)C(F)(F)F)c2ccccc21)NCc1ccco1	3	-17	-17	-2	0.2	8	1	0.1	10
NS(=O)(=O)c1ccc(N/N=C/c2ccc[nH]2)c([N+](=O)[O-])c1	6	-13	2	12	-4.3	12	9	-2.0	16
OCCN(CCCn1c(-c2ccncc2)nc2ccccc21)c1nc(CN2CCCCC2)cs1	4	13	16	9	-1.1	-3	1	3.1	-9
CCOC(=O)C(CO)(NC(C)=O)C(=O)OCC	4	15	-3	0	-3.5	1	4	-2.4	-2
Cc1ccc(S(=O)(=O)N2CCC(n3nnc4cc(C)ccc43)CC2)cc1	-1	-31	-7	-9	-3.4	2	1	-5.8	-4
COCCCNC(=O)c1ccc(-c2csc(C)n2)cc1	5	2	3	-20	-0.1	-7	4	1.3	2
COC(=O)c1ccc(OCCN2CCCCCC2)cc1	0	11	4	10	-3.0	-10	3	-3.1	4
NC(=O)CSc1oc(-c2cccs2)nc1S(=O)(=O)c1ccccc1	0	5	0	-3	-1.3	2	-2	-2.5	-4
O=C(NNC(=O)c1ccc(Oc2cc(Cl)cc(Cl)c2)o1)c1ccccc1	8	25	3	-20	-4.9	-1	10	-3.9	-12
c1cn(CCCNC2=NCCCCC2)cn1	0	17	9	4	-4.0	8	0	-1.6	-15
O=C(CCc1nnc(CCCc2ccccc2)o1)NCCc1ccco1	2	-10	1	-10	-3.9	3	6	-3.5	2
O=C(CCCn1c(SCC(=O)NCC2CCCO2)nc2ccccc2c1=O)NCc1ccccc1 (stereo unspecified)	2	3	2	-5	-1.8	5	1	-3.0	-2
CCN(CC(=O)NCc1ccc(Cl)cc1)C(=O)/C=C/c1ccc(C#N)cc1	4	5	-3	-11	-0.6	-7	-3	0.3	-11
Cc1ccc2[nH]c(=O)c(CN(Cc3nnnn3Cc3ccccc3)C3CCCC3)cc2c1	1	19	-1	1	-4.3	17	-5	-2.2	1
N#CCCn1cc(/C=N/NC(=O)c2ccncc2)c(-c2ccccc2)n1	7	0	6	-3	-1.6	-4	-4	-1.8	-24
O=C(N/N=C/c1cc([N+](=O)[O-])cc([N+](=O)[O-])c1O)/C(=C\c1cccs1)NC(=O)c1ccccc1	4	34	22	-5	-3.4	13	1	-1.6	1
COCCNC(=O)CN(Cc1ccc(F)cc1)C(=O)CCC(=O)Nc1nccs1	-3	9	-4	-20	-4.2	-6	1	-2.6	-15
CCCN1C2CCCC1CC(NC(=O)c1ccc(F)cc1)C2 (stereo unspecified)	-4	-27	1	2	-5.1	-4	6	-0.4	-3
Cc1cc(C(=O)Nc2c(C)nn(Cc3ccccc3Cl)c2C)no1	3	-3	-2	-16	-4.3	-7	-3	-0.7	-2
Cc1ccc2[nH]c(O)c(N=NC(=O)CCc3ccccc3)c2c1Br	-6	-10	-13	4	-3.6	7	-5	-0.8	-7
CC(=O)N(CCCCl)C(C#N)c1ccccc1 (stereo unspecified)	1	12	7	5	-1.3	-2	-5	-0.4	-8
COc1ccc(Cl)cc1C(=O)Nc1nnn(C)n1	5	-21	1	5	-0.5	4	-9	2.3	5
CCc1c(C)nc(N2CCN(c3ccc(Cl)cc3)CC2)[nH]c1=O	-3	8	-8	-8	-0.7	-9	-1	1.2	3
Cn1nnc2cc(C(=O)Nc3ccccc3)ccc21	3	-1	-6	6	-2.7	-12	-4	-2.4	8
CC(NC(=O)c1ccc(Cl)cc1)C(=O)N1CCCCC1 (stereo unspecified)	-1	17	0	-2	-3.8	-5	-2	-1.0	-5
CCOC(=O)c1c(C)n(-c2ccc(C)cc2)c2c(C(C(C)=O)C(=O)O)c(Br)c(O)c(O)c12 (stereo unspecified)	-1	-15	8	-38	5.4*	65*	-1	7.2	-4
COc1cc(/C=N/n2nnnc2N)ccc1OC(C)=O	-4	25	2	-5	-1.3	-13	nt	-0.4	-3
COc1ccc(-c2cc(C(F)(F)F)n3ncc(C(=O)Nc4c(C)n(C)n(-c5ccccc5)c4=O)c3n2)cc1	nt	16	5	2	-3.0	-7	2	-0.1	1
O=C(Nc1ccc(F)cc1)c1cccc2c1C(=O)N(Cc1ccccn1)C2	2	-10	-6	0	-7.2	1	6	-5.7	0
COc1ccc(C(=O)/C=C/Nc2ccc(S(=O)(=O)Nc3nc(C)cc(C)n3)cc2)cc1OC	-2	8	3	-15	-4.1	3	0	-2.7	-1
Cc1cc(F)ccc1NC(=O)Nc1ccc2c(c1)OCO2	2	-9	-19	-4	-0.4	0	3	0.8	8
Cc1cccc(C)c1NC(=O)c1nc(S(=O)(=O)Cc2ccccc2)ncc1Cl	-2	28	-6	-10	-1.1	-68	7	-2.7	-20
Cc1cc(NC(=O)CCC(=O)N(CC(=O)NC2CCCC2)c2cccc(C)c2C)no1	-2	nt	-15	-33	-3.3	-12	0	-3.3	nt
CC1CN(S(=O)(=O)c2cccc(C(=O)Nc3ccc(S(=O)(=O)Nc4ncccn4)cc3)c2)CC(C)O1 (stereo unspecified)	-7	-4	9	-20	-0.1	-11	nt	-2.1	-2
O=S(=O)(N1CCCCC1)N1CCCN(S(=O)(=O)N2CCCCC2)CC1	2	11	8	-19	-3.2	9	2	-2.7	-7
COc1cccc(C(=O)Cn2c(=O)n(CC3CCCO3)c(=O)c3ccccc32)c1 (stereo unspecified)	-4	10	-3	-23	3.4	-1	-1	-3.4	9
CCN1C(=O)S/C(=C/c2ccc(Oc3ccc([N+](=O)[O-])cn3)c(OC)c2)C1=O	0	-4	-11	-1	-2.3	4	1	-2.5	0

More entries:
SMILES	IDE cell activ	SUMO HTRF inh	NS3 helicase inh	DNA FID counter	IMP-1 inh	M18AAP inhibitor	IDE cell inh	VIM-2 inhibitor	p-CIP stab down
CCCOC(=O)c1cc(NC(=O)/C=C/c2ccccc2)ccc1O	nt	-37	0	-19	-4.5	-4	4	-3.6	-1
O=C(c1cc(-c2ccccc2O)on1)N1CCc2ccccc2C1	2	2	-2	-10	1.1	2	3	-3.1	-4
COc1ccc(S(=O)(=O)N(CCCN2CCOCC2)Cc2cccc3ccccc23)cc1	7	-1	-23	4	-3.9	-6	4	-2.6	1
CC(NC(=O)c1ccc(Cl)c(Cl)c1)c1ccc(-c2ccccc2)cc1 (stereo unspecified)	-5	6	-4	-4	-3.3	-1	3	-2.1	6
CCOc1ccc(CCNC(=O)CS(=O)Cc2nc(-c3ccccc3Cl)oc2C)cc1OCC (stereo unspecified)	-2	4	3	-58	-2.4	5	2	-3.2	5
CCCNC(=O)c1cc(-c2ccccc2)c(N2CCCCC2)s1	1	6	0	-10	-0.8	-4	-2	0.9	-4
C=CCn1cccc(C(=O)Nc2ccc(Cl)cc2)c1=O	-2	6	4	-9	-1.9	4	0	-1.1	-22
CC1CCCC/C1=N\Nc1ccc(S(N)(=O)=O)cc1[N+](=O)[O-] (stereo unspecified)	5	6	-1	-1	-4.3	7	1	-2.0	-9
CN=CC1=C(O)C(C(=O)OC)C(C)(C)CC1=O (stereo unspecified)	3	8	-2	-6	-1.2	-10	-4	0.4	15
CC1=NN(/C(=N\c2nnc(C)s2)Nc2ccccc2)[C@H](c2ccc(C)cc2)S1	-4	-13	-9	-35	-2.2	1	0	-1.9	-2
CC(C)n1cc(C(N)=S)c(=O)n(Cc2ccccc2)c1=O	0	9	-2	-10	6.3*	-6	5	0.0	2
Cc1ccc(NC(=O)c2cc(-c3ccc4c(c3)OCO4)on2)cc1	-2	17	6	-4	-2.1	-1	1	-1.6	7
Cc1ccccc1C(=O)Oc1cccc2c(O)cccc12	4	3	7	-12	-2.9	17	-1	-3.4	-2
CCN(C(=O)c1c(-c2ccccc2)noc1C)c1ccccc1	1	11	4	-20	0.7	12	2	1.4	-8
COc1ccc(C(=O)NC(=S)NC(C)(C)C)cc1Br	-1	-9	3	-6	-2.2	-11	-2	-4.7	-7
Cc1cc(Br)ccc1NC(=O)C1CCCO1 (stereo unspecified)	2	-12	-6	2	-1.5	-11	-5	-2.1	-4
C#CCOCCOCCOCCNc1nc(N2CCN(C(=O)Cn3cc(CCCCN)nn3)CC2)nc(N2CCN(C(=O)[C@H](C(C)C)n3cc(CCO)nn3)CC2)n1	1	33	-12	-6	-3.9	-11	0	-0.7	-1
Cc1ccccc1/C=N/Nc1ccc(Cl)nn1	6	35	-2	-3	-3.4	-3	1	-1.9	-2

3 entries from above, ordered by SMILES length, smallest number first:
SMILES	IDE cell activ	SUMO HTRF inh	NS3 helicase inh	DNA FID counter	IMP-1 inh	M18AAP inhibitor	IDE cell inh	VIM-2 inhibitor	p-CIP stab down
CCCOC(=O)c1cc(NC(=O)/C=C/c2ccccc2)ccc1O	nt	-37	0	-19	-4.5	-4	4	-3.6	-1
Cc1ccc(NC(=O)c2cc(-c3ccc4c(c3)OCO4)on2)cc1	-2	17	6	-4	-2.1	-1	1	-1.6	7
C#CCOCCOCCOCCNc1nc(N2CCN(C(=O)Cn3cc(CCCCN)nn3)CC2)nc(N2CCN(C(=O)[C@H](C(C)C)n3cc(CCO)nn3)CC2)n1	1	33	-12	-6	-3.9	-11	0	-0.7	-1
